core dimer inh: blocks dimerization of HCV core protein; TR-FRET GST/Flag-core106 dimerization, 1536-well; inhibition, % at 5 µM; 300,000 tested, 0.33% active; AID 1899;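 active = inhibition above the mean of all tested compounds plus 3 SD, set per screening campaign, cut at about 45% in these data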
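Assay system: tagged HCV core106 pair (GST and Flag); medium: KF-containing HEPES buffer, pH 7.45, DTT, CHAPS, BSA; also added: Eu donor and XL665 acceptor anti-tag antibodies; dosing: 5 µM single dose; timing: compound-protein-antibody incubation 4 h at 22.5 °C; signal: TR-FRET 671 and 617 nm emission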
procasp7 counter: counter-screen: procaspase-7 (human) activation; recombinant procaspase-7, Ac-DEVD-pNA absorbance 405 nm; D23A/D198A/D206A triple mutant, cannot self-cleave; scale: DMSO 0, 5 µM enzyme 100; activation, % at 8.5 µM; AID 463210; P55210; 330,000 tested, 0.093% active;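 active = percent activation above the screen-wide mean plus 3 SD, cut at about 25% in these data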
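System: Uncleavable procaspase-7 mutant enzyme; Amount: 2 µM procaspase-7 mutant as dispensed; Schedule: 1 h compound preincubation, 2 h substrate cleavage, 25 °C; Measured by: 405 nm absorbance of p-nitroaniline; Evaluation: percent activation from buffer-corrected 0–120 min absorbance change; Control set: low DMSO alone, high DMSO plus 5 µM PC-7.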
Fh CTSL1 inh: counter-screen for PFM18AAP inhibitors: inhibitors of F. hepatica cathepsin L1; recombinant F. hepatica cathepsin L1, Z-Leu-Arg-MCA fluorescence; inhibition, % at 5.96 µM; 300,000 tested, 0.49% active;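 active = inhibition above the mean of all tested compounds plus 3 SD, set per screening campaign, cut at about 17% in these data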;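 note: 0% = plate median of test compound wells and 100% = 1 µM Z-Phe-Ala-diazomethylketone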
TPT1 inh: inhibitors of Candida albicans tRNA 2'-phosphotransferase TPT1; 300,000 tested, 0.81% active; AID 1962; inhibition, % at 5 µM; recombinant caTPT1, FP RNA substrate dephosphorylation;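 active = inhibition above the mean of all tested compounds plus 3 SD, set per screening campaign, cut at about 24% in these data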;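 note: plate controls were DMSO alone for no effect and ferristatin control at 100 nM for full effect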
PP1 inh: counter-screen for PP5 inhibitors: inhibitors of human PP1-alpha | purified PP1alpha, OMFP fluorescence | AID 2235 | P62136 | inhibition, % at 6.7 µM | 320,000 tested, 0.9% active;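 active = inhibition above the mean inhibition of all tested compounds plus 3 SD, computed separately for each screening campaign, cut at about 15% in these data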
Target sequence (P62136 whole entry, looked up): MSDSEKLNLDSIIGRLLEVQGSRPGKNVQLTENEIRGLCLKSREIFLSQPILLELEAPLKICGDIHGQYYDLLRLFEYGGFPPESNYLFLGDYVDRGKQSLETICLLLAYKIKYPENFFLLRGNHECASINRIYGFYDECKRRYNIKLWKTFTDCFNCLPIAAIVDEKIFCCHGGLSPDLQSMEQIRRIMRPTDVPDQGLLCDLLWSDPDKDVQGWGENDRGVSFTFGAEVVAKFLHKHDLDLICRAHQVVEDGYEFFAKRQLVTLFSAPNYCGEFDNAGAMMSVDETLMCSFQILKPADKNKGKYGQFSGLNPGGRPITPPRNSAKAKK
PP5 inh: inhibitors of human protein phosphatase 5 (PP5) | P53041 | purified PP5c, OMFP substrate fluorescence | inhibition, % at 6.7 µM | 320,000 tested, 0.18% active;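 active = inhibition above the campaign's mean inhibition across all tested compounds plus 3 SD, cut at about 9.5% in these data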;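 note: 0% = DMSO only and 100% = 100 µM cantharidin control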
Target sequence (P53041 whole entry, looked up): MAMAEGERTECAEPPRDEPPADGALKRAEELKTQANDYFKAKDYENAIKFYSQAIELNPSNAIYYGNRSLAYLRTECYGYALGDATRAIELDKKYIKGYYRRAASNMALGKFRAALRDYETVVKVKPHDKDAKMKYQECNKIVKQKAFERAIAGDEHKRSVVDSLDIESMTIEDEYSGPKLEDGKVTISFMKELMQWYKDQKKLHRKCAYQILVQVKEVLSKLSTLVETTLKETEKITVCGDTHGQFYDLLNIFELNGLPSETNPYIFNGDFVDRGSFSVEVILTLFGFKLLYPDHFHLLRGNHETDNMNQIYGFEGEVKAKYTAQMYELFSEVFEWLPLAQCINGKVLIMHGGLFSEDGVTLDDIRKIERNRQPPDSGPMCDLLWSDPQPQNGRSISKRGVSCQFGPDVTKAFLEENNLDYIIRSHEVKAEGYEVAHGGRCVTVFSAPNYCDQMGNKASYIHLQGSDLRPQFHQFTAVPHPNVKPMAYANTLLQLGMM
GASC-1 inh: inhibitors of human GASC-1 (JMJD2C) demethylase. Q9H3R0. GST-JMJD2C(1-420) H3K9me3 demethylation, DELFIA europium. inhibition, % at 2.35 µM. 330,000 tested, 0.069% active. AID 2099;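 active = more than half of a compound's replicate wells show inhibition beyond 50%, single wells judged on their own value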;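 note: signal counts dimethyl H3K9 product captured on neutravidin plate; 0% = median of DMSO wells and 100% = 0.3 times that DMSO median; strong numbers were not always called active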
Efflux pump inh: blocks antifungal efflux pumps in multiplex yeast assay | S. cerevisiae Candida pump triplex, Nile Red efflux | AID 485275 | 330,000 tested, 0.44% active | inhibition, % at 10 µM;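 active = plate passing quality check with inhibition over a set limit, or well fluorescence over plate mean plus 4 SD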;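 note: Nile Red retained in pooled yeast measured as flow cytometry median fluorescence; 0% = buffer negative control and 100% = Enniatin B positive control; higher means more Nile Red kept so more efflux inhibition; some compounds called inactive have numbers as strong as hits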
procasp3 activ: procaspase-3 (human) activation; 330,000 tested, 0.11% active; activation, % at 8.5 µM; P42574; recombinant procaspase-3 D3A, Ac-DEVD-pNA absorbance 405 nm; AID 463141;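 active = activation above the mean of all tested compounds plus 3 SD, cut at about 21% in these data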;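 note: 0% = DMSO alone and 100% = DMSO wells spiked with extra 5 µM PC-3 D3A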
Target sequence (P42574 whole entry D9A/D28A/D175A): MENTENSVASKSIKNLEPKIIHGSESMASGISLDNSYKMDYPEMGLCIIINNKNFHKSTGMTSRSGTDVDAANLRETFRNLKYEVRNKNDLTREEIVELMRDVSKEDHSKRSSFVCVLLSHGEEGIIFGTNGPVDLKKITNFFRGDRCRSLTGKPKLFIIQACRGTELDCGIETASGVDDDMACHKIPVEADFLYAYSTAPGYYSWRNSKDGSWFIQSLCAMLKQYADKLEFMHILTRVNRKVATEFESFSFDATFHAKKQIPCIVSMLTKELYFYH
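Evaluation: percent activation relative to control range; Material: Procaspase-3 D3A mutant, all three cleavage aspartates alanine; Compound: single dose, 8.5 µM nominal compound, 0.8% DMSO; Replication: one well per compound; Signal: absorbance at 405 nm, 0 and 120 min; Schedule: 1 h preincubation plus 2 h reaction at 25 °C.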
* marks the source's active call; other numbers are inactive results; / = not tested or not shown.

SMILES | core dimer inh | procasp7 counter | Fh CTSL1 inh | TPT1 inh | PP1 inh | PP5 inh | GASC-1 inh | Efflux pump inh | procasp3 activ
CN(C(=O)Cn1cnc2sccc2c1=O)C1CCCCC1 | / | 0 | / | / | -1 | 1.7 | -1 | -0.2 | 4
CCn1c(=O)n(CC)c2cc(NC(=O)c3ccccc3Cl)ccc21 | 8 | 1 | -2 | -1 | -1 | 1.7 | -6 | 0.1 | 6
O=C(NCCCn1ccnc1)c1cn(Cc2ccc(F)cc2)nn1 | 0 | -18 | 1 | -2 | -3 | -0.7 | -52 | -0.1 | 2
O=C(O)Cn1c(=O)cnc2ccccc21 | 4 | -9 | -2 | 2 | 1 | 0.7 | -30 | 0.1 | 10
COc1ccc(C(CNC(=O)CNC(=O)c2ccccc2Cl)N2CCCC2)cc1 (stereo unspecified) | 4 | -9 | 0 | -2 | -3 | -2.0 | -5 | -0.1 | 8
Cc1ccc(C(=O)NCc2cccnc2)cc1S(=O)(=O)Nc1ccccc1 | -2 | -6 | -2 | -5 | 1 | 0.2 | 1 | -0.2 | -5
Cc1ccc(C(=O)NCC(=O)NCC(=O)OCC(=O)c2cccs2)cc1 | -7 | 0 | -15 | 1 | -7 | 2.3 | -10 | 0.0 | 2
CCN(C(=O)Cc1c(C(=O)O)n(C)c2ccccc12)c1ccc(F)cc1 | -6 | -9 | -2 | -3 | 4 | 1.9 | 14 | 0.1 | -2
COC(=O)Cc1ccc(NC(=S)NN2CCOCC2)cc1 | -9 | -3 | 3 | -1 | -1 | -0.2 | -240 | -0.1 | 6
COc1ccc(S(=O)(=O)Nc2cc(C)cc(C)n2)c2ccccc12 | -2 | 2 | 4 | -1 | 0 | -0.5 | 6 | -0.1 | 4
CCn1c(SCC(=O)N2CCCC2)nc2c(c1=O)SCC2 | 5 | -2 | 2 | 0 | -2 | -0.9 | 1 | -0.1 | -6
COc1ccc(NS(=O)(=O)c2ccc(NS(=O)(=O)c3ccc(SC)cc3)cc2)c(OC)c1 | 3 | -1 | 3 | 3 | -4 | 2.4 | -3 | 0.1 | -5
CC(C)(C)c1ccc(O)c(O)c1 | / | -21 | / | / | -1 | 0.0 | 16 | 0.1 | -27
N#CC1=C(N)OC2=C(CCc3ccccc32)C1c1ccccc1Cl (stereo unspecified) | 2 | -18 | 3 | 3 | 2 | 1.8 | -2 | 0.2 | -12
CC(=O)OC[C@]1(OC(C)=O)C[C@@]23CC[C@H]4[C@@](C)(CCC[C@@]4(C)C(=O)O)[C@@H]2CC[C@@H]1C3 | 3 | -8 | -2 | 0 | 3 | 1.0 | 6 | 0.0 | -7

Compound profiles (already shown).
`O=C(NCCCn1ccnc1)c1cn(Cc2ccc(F)cc2)nn1` reads core dimer inh: 0; procasp7 counter: -18; Fh CTSL1 inh: 1; TPT1 inh: -2; PP1 inh: -3; PP5 inh: -0.7; GASC-1 inh: -52; Efflux pump inh: -0.1; procasp3 activ: 2
`O=C(O)Cn1c(=O)cnc2ccccc21` reads core dimer inh: 4; procasp7 counter: -9; Fh CTSL1 inh: -2; TPT1 inh: 2; PP1 inh: 1; PP5 inh: 0.7; GASC-1 inh: -30; Efflux pump inh: 0.1; procasp3 activ: 10

Continuation.
SMILES | core dimer inh | procasp7 counter | Fh CTSL1 inh | TPT1 inh | PP1 inh | PP5 inh | GASC-1 inh | Efflux pump inh | procasp3 activ
CN(CC12CC3CC(CC(C3)C1)C2)C(=O)c1ccco1 | -1 | -5 | 1 | 0 | -4 | -0.3 | 6 | -0.1 | 3
COCCNC(=S)N/N=C(\C)c1ccccc1OC | -11 | 4 | 0 | -6 | 1 | 2.2 | -10 | 1.1 | -2
Cc1nnc(NC(=O)CSc2ncnc3c2cnn3-c2ccccc2C)s1 | -2 | -2 | -2 | 0 | -3 | 3.1 | 8 | -0.1 | 5
O=C(CSc1nc2[nH]ncc2c(=O)n1-c1ccccc1Br)NCc1ccccc1Cl | -1 | -7 | 0 | -3 | 2 | 1.5 | -3 | -0.1 | 0
Cc1cccc(OCC(=O)N/N=C/c2ccc(N(C)C)cc2)c1 | -4 | 6 | 2 | 1 | 7 | 0.6 | 5 | -0.3 | -3
O=C(NCCCN1CCOCC1)c1ccc(Cl)s1 | -1 | -1 | -2 | 0 | -2 | 1.0 | 13 | -0.1 | 1
CCOC(=O)C(Cc1cc(C(C)=O)ccc1OC(C)C)C(=O)OCC | 1 | 4 | -2 | 2 | 0 | 1.7 | -4 | 0.0 | 6
COc1ccc(C2=NN(CN3C(=O)C(=O)c4ccccc43)C(c3ccc(Br)cc3)C2)cc1 (stereo unspecified) | 7 | -22 | 0 | -1 | -1 | 0.4 | 3 | -0.2 | 4
CCN1CCN(C(=O)c2ccccc2N(Cc2ccccc2)S(C)(=O)=O)CC1 | -5 | 11 | 3 | -1 | -3 | 1.3 | 0 | 0.0 | 2
CCOC(=O)c1cc(=O)n(-c2ccc(Cl)cc2C)[nH]1 | -2 | 8 | -1 | -3 | 1 | 0.7 | -35 | -0.1 | 7
CCOc1ccc(S(=O)(=O)N2CCCCC2)cc1NS(=O)(=O)c1cccs1 | / | 6 | / | / | 1 | -0.6 | -1 | -0.1 | 7
COCCNC(=O)CCC1CCN(Cc2cccc(Oc3ccccc3)c2)CC1 | -38 | -2 | -4 | 2 | -9 | 5.5 | -7 | 0.2 | 11
CCOC(=O)N1CCN(c2cc(=O)n(-c3ccc(C)cc3)c(=O)[nH]2)CC1 | 2 | 0 | 1 | -3 | -2 | -0.1 | 3 | -0.1 | -4
CN(C1=C(N2CCOCC2)C(=O)c2ccccc2C1=O)c1ccccc1 | -36 | -8 | 62* | -3 | 6 | 3.2 | -3 | -0.4 | -3
CS(=O)(=O)N1CCC(C(=O)NCc2ccccc2)CC1 | -1 | 2 | 0 | -3 | 0 | -1.2 | -1 | -0.1 | 7
CC(C)(C)c1ccc(C(=O)NNC(=S)NCc2ccco2)cc1 | 1 | 2 | -6 | 3 | -2 | 0.9 | -7 | 0.0 | -5
Cc1ccc(NC(C)c2cc(Cl)ccc2O)cc1 (stereo unspecified) | -3 | -5 | 1 | -5 | -1 | 5.2 | -1 | 0.2 | -6
COc1ccc(C(=O)NCC(=O)NCC(c2ccco2)N(C)C)cc1OC (stereo unspecified) | -14 | 4 | -2 | -6 | 4 | 1.2 | 7 | -0.1 | -3
O=C(NCC(c1cccs1)N1CCOCC1)c1ccccc1NS(=O)(=O)c1cccc([N+](=O)[O-])c1 (stereo unspecified) | -7 | 5 | 1 | -2 | 1 | 3.1 | -1 | 0.1 | 4
Cc1ccc(NC(=O)CCCc2nc3ccccc3c(=O)[nH]2)c(Cl)c1 | / | 1 | / | / | -1 | 1.0 | 0 | -0.1 | -4
CCOc1ccccc1/C=N/Nc1ccccc1[N+](=O)[O-] | 0 | 2 | -3 | -1 | -7 | 1.4 | 4 | 0.0 | -4
CCCCCNC(=O)Cc1ccc(OC)cc1 | -2 | -2 | 2 | -6 | -1 | 1.9 | -1 | 0.1 | -1
Cc1ccc(S(=O)(=O)NC2CCCCC2)c2nsnc12 | -2 | 3 | 1 | -2 | -1 | -0.3 | 0 | 0.0 | 4
CCCC(=O)NC(c1ccccc1OC)c1ccc2cccnc2c1O (stereo unspecified) | 0 | 2 | -3 | 0 | -3 | -1.0 | -12 | 0.1 | -5
COc1ccc(CC(CC(=O)O)C(=O)Nc2ccccc2)cc1 (stereo unspecified) | 3 | 11 | -1 | -4 | 1 | -0.6 | 1 | -0.1 | 9
COc1ccc2nc3ccccc3nc2c1NC(=O)c1ccc(Br)cc1 | -11 | -5 | 0 | -12 | 0 | -1.6 | 14 | -0.4 | 6
Cc1ccc(NC(=O)C2COc3ccccc3O2)cc1S(=O)(=O)N1CCOCC1 (stereo unspecified) | / | -4 | / | / | 1 | 3.9 | -1 | 0.0 | 8
CN(C)S(=O)(=O)c1cccc(NC(=O)CSc2nncn2C)c1 | -4 | 5 | 2 | 0 | 1 | -0.9 | -14 | -0.1 | 9
COc1ccc(-c2nnc(SCCC(=O)O)n2-c2ccccc2)cc1OC | -3 | -4 | -3 | 1 | 0 | 4.5 | -4 | 0.0 | 0
COC(=O)C1=C(C)N(C)C(=O)NC1c1cc(Cl)c(O)c(OC)c1 (stereo unspecified) | -5 | 7 | 1 | 1 | -1 | -0.1 | -9 | 0.0 | 3
Clc1cccc(-c2cc3nc4c(c(N5CCOCC5)n3n2)CCCC4)c1 | 4 | 7 | -2 | 0 | 4 | 3.8 | 0 | 0.8 | -5
O=C(CSc1n[nH]c(-c2ccncc2)n1)Nc1ccc(Cl)c(Cl)c1 | -9 | -1 | 2 | 4 | 3 | 2.7 | 0 | 0.1 | -5
OC[C@@H](O)[C@@H](O)[C@H](O)[C@H](O)CO | 11 | 3 | 0 | 0 | 1 | -0.9 | -1 | 0.0 | -1
Cc1ccccc1N(CC(=O)NC1CCCCC1)C(=O)CCCC(=O)Nc1ccccn1 | 6 | -1 | 1 | -2 | 1 | 1.4 | 6 | 0.3 | 3
COc1ccc(C(C)=O)cc1CS(=O)(=O)CC(=O)O | -1 | -7 | -2 | -2 | -2 | -0.6 | 21 | -0.1 | -2
CC(=O)C[C@H]1c2cc(C(F)(F)F)ccc2S(=O)(=O)N1c1ccccc1 | -4 | -1 | 0 | -1 | -2 | 2.4 | 10 | -0.1 | 5
O=C(NNC(=O)c1nc(Cl)ccc1Cl)c1ccc(F)cc1 | 1 | 2 | 1 | -1 | 0 | -0.4 | -9 | -0.1 | 9
CCOC(=O)c1cnc2c(C#N)c(C)nn2c1-c1ccccc1 | -2 | 3 | 3 | 0 | -1 | -0.8 | -1 | -0.1 | -5
CC1CN(C(=O)c2cc(S(=O)(=O)N(C)c3ccc(F)cc3)ccc2Cl)CC(C)O1 (stereo unspecified) | -3 | 5 | 4 | -2 | -2 | -1.3 | 12 | 0.3 | -3
COc1ccc(CCNC(=S)Nc2cccc(C)c2)cc1 | 3 | 3 | -1 | -2 | 0 | 2.1 | 0 | -0.1 | -2
CC(C)n1c(SCC(=O)Nc2ccc(N3CCOCC3)cc2)nnc1-c1ccco1 | -14 | 3 | -2 | 5 | -6 | 2.6 | -1 | -0.1 | -13
CCc1ccc(NC(=O)c2ccccc2SC)cc1 | 0 | 9 | -2 | -5 | 2 | -0.6 | 22 | 0.5 | 2
O=C(COC(=O)c1ccc2c(c1)C(=O)N(CCc1ccccc1)C2=O)Nc1ccc(OC(F)F)cc1 | 9 | -5 | -2 | 0 | 11 | 2.2 | -10 | -0.1 | -5
CCc1ccc(NC(=O)CSc2nnc(Cn3c(=O)sc4ccccc43)n2C)cc1 | 2 | 2 | -5 | 0 | -21 | 2.2 | -2 | 0.8 | 2
O=C(CCCN1C(=O)CCC1=O)Nc1ccc2c(c1)OCO2 | 1 | 0 | 2 | -5 | -1 | 2.3 | 8 | 0.1 | 1
